Screening results: PubChem BioAssay, several laboratories
MrgX1 agonist – human MrgX1 receptor agonism, primary screen; Q96LB2; MrgX1-HEK293 cells, Fluo-4 calcium fluorescence, agonist mode; active compounds read high; B-score at 10 µM; 310,000 tested, 0.44% active; AID 588627;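 active = calcium response B-score plate-corrected fluorescence ratio at least 3 library SD, with starting fluorescence B-score inside 5 SD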
Target sequence (Q96LB2 whole entry, looked up): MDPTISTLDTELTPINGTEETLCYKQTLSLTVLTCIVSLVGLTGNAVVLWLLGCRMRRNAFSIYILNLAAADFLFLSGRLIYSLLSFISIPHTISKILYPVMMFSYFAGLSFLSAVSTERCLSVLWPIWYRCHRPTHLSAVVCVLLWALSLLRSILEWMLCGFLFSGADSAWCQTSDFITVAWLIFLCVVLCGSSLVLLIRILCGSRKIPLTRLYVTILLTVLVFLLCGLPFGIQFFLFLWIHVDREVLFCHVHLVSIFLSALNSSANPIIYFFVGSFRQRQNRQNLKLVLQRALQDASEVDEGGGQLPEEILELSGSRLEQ
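Material: MrgX1-expressing HEK293 cells; input: 15,000 cells per well; doses: test compound given as first of three sequential additions; schedule: overnight plating before 1 h dye loading; technique: Fluo-4 NW calcium-flux fluorescence, kinetic read; evaluation: baseline-normalised fluorescence change ratio, B-scored; control set: plate-wise positive and negative controls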
RGS4 pot – potentiators or activators of RGS4; HEK293 M3R/inducible RGS4, carbachol calcium flux Fluo4; active compounds read low; B-score at 10 µM; 310,000 tested, 0.92% active; AID 463111;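 active = B-score of the integrated calcium signal more than 4 SD below the library mean, with starting fluorescence not abnormally high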;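 also: negative B-score means reduced calcium response which marks RGS4 activation or potentiation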
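Also added: carbachol at ECmax as muscarinic agonist stimulus; Assay system: HEK293 cells with stable M3R and inducible RGS4; Timing: overnight RGS4 induction, 30 min dye load 37 °C, 20 min compound RT; Measured by: Fluo4-AM (2 µM) calcium-flux fluorescence, kinetic read.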
HIF activator – HIF pathway transcriptional activation; U2OS HRE-luciferase reporter, luminescence; normalized: DMSO 0%, desferrioxamine 100%; activation, % at 7.5 µM (by protocol); 300,000 tested, 0.32% active; AID 1910;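 active = mean activation of at least 10% of the iron chelator positive control signal, with at least half of replicates also reaching 10%; inconclusive = mean and replicate majority disagree about reaching 10%; inactive = mean and most replicates under 10%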
Platelet DG rel – platelet dense granule release activity. human platelet-rich plasma, SFLLRN dense granule ATP release, luminescence. inhibition, %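 (compounds screened at 7.5 µM in platelet-rich plasma)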. 300,000 tested, 0.22% active. AID 1663;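 active = mean replicate score, as percent of positive control, at or above 50; inconclusive = mean below 50 but at least one replicate at or above 50; inactive = mean and every replicate below 50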
TRPC6 inhibitor – mouse TRPC6 channel inhibition; HEK293-TRPC6, membrane potential dye, ACh-evoked depolarization; active compounds read low; B-score at 10 µM; 310,000 tested, 1.1% active; Q61143; AID 2553;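 active = B-score under library mean minus 3 SD, initial fluorescence not abnormally high, positive integrated signal ratio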;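 also: B-score derived from integrated fluorescence ratio over the kinetic read; more negative B-score means stronger inhibition of depolarization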
RGS4 block – human RGS4 inhibition | P49798 | HEK293 M3R/RGS4 inducible, Fluo-4 calcium flux; active compounds read high; triggered by carbachol at its EC20 | B-score at 10 µM | 310,000 tested, 0.45% active;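 active = B-score, a plate-corrected calcium signal, over three deviations above library mean, with baseline fluorescence within five deviations of library mean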;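 also: RGS4 expression induced by doxycycline in cells with stable M3 receptor; B-score is computed from the integrated fluorescence ratio over baseline after carbachol; higher B-score means a larger calcium signal and so more RGS4 inhibition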
Target sequence (P49798 whole entry, looked up): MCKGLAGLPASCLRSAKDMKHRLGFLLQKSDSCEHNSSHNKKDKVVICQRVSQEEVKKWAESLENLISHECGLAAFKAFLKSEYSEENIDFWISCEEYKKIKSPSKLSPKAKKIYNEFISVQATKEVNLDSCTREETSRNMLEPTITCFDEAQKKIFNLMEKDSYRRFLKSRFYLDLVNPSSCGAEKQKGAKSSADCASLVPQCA
MrgX1 PAM – allosterically activates human MrgX1 receptor signaling. Q96LB2. MrgX1-HEK293, Fluo-4 calcium flux, FDSS; active compounds read high. B-score at 10 µM. 310,000 tested, 0.63% active. AID 588675;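 active = plate-corrected calcium response at least 3 library SD above typical, normal starting fluorescence, not activating the receptor alone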;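 also: compound read alongside a low EC10 to EC30 dose of BAM8-22 agonist; peak minus trough fluorescence over baseline measured at the second addition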
TRPC6 act – activates the mouse TRPC6 cation channel | B-score at 10 µM | 310,000 tested, 0.13% active | Q61143 | HEK293-TRPC6 membrane potential dye fluorescence; active compounds read high;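 active = B-score of the integrated fluorescence ratio above library mean plus 3 SD, and starting fluorescence ratio within library mean plus 5 SD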;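 also: higher score means more depolarization so channel activation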
SKKanGAS inh – inhibitors of SKKanGAS S. pyogenes growth in kanamycin (SK-promoter or general growth effect). BacTiter-Glo, 6 h. 300,000 tested, 1.3% active. inhibition, % at 7.5 µM;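 active = mean replicate score, as percent of positive control median, at least 50; inconclusive = mean below 50 but one replicate at or above 50; inactive = mean and every replicate below 50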;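 also: strain carries kanamycin resistance gene driven by streptokinase promoter and grows in 40 µg/ml kanamycin; loss of luminescence reflects streptokinase promoter inhibition or plain growth inhibition; 0% = median of DMSO wells and 100% = positive control at its reference dose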
MrgX1 antagonist – human MrgX1 receptor antagonism, primary screen; Q96LB2; MRGX1-HEK293 calcium flux, Fluo-4, BAM8-22 antagonism; active compounds read low; B-score at 10 µM; 310,000 tested, 1.3% active;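 active = calcium-response B-score plate-corrected more than 3 library SD below zero, starting fluorescence within 5 deviations, no agonist response on first addition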;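 also: peak minus trough fluorescence over baseline after final BAM8-22 challenge near maximal dose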
TRPC4 inh – inhibitors of mouse TRPC4 channel; HEK293 TRPC4beta/mu-opioid, DAMGO-evoked Fluo4 calcium flux; active compounds read low; 300,000 tested, 0.39% active; B-score at 10 µM;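 active = B-score over 3 SD under the library average, no early fluorescence shift, positive overall ratio signal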
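Assay system – HEK293 line stably carrying TRPC4beta and mu-opioid receptor · Doses – single dose · Detection – Fluo4 calcium-dye fluorescence, kinetic read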
An asterisk follows results filed as active; i = inactive; ? = inconclusive; · = not tested or not shown.

SMILES | MrgX1 agonist | RGS4 pot | HIF activator | Platelet DG rel | TRPC6 inhibitor | RGS4 block | MrgX1 PAM | TRPC6 act | SKKanGAS inh | MrgX1 antagonist | TRPC4 inh
O=c1c2ccccc2n2nnnc2n1-c1ccccc1 | i | i | -0.2 | -1 | i | i | i | i | -2 | i | i
O=C(NCCO)C(=O)NCC1CCCN1S(=O)(=O)c1cccs1 (centres undefined) | i | i | 0.1 | 2 | i | i | i | i | 0 | i | i
O=C(O)CNC(=S)N(Cc1ccccc1)Cc1cccs1 | i | i | 0.3 | 3 | i | i | i | i | · | i | i
COc1ccc(Cl)cc1S(=O)(=O)N(C)CC(=O)N1CCOCC1 | i | i | 0.3 | -2 | i | i | i | i | -1 | i | i
COC(=O)Cc1c(C)c2ccc(OCC(=O)NC3CCS(=O)(=O)C3)cc2oc1=O (centres undefined) | i | i | 0.3 | -3 | i | i | i | i | -6 | i | i
NC(=O)N1CCN(C(=O)c2ccco2)CC1 | i | i | 0.0 | 51* | i | i | i | i | 11 | i | i
COc1cc(C(=O)N(Cc2cc3cc(C)ccc3[nH]c2=O)CC2CCCO2)cc(OC)c1OC (centres undefined) | i | i | 0.2 | 4 | i | i | i | i | -13 | i | i
CC(CCc1ccccc1)NC(=O)CNC(=O)COc1ccccc1 (centres undefined) | i | i | -0.7 | 0 | i | i | i | i | 0 | i | i
COC(=O)c1cnn(-c2nc3c(C)cccc3s2)c1C | i | i | 0.0 | -4 | i | i | i | i | -9 | i | i
COc1ccc(C(=O)NCC(=O)N/N=C/c2ccc([N+](=O)[O-])s2)cc1OC | i | i | -1.2 | 1 | i | i | i | i | -2 | i | i
CCOC(=O)CSc1nnc(Cc2ccccc2)n1Cc1ccco1 | i | i | 0.1 | 2 | i | i | i | i | -10 | i | i
CCc1nc2ccc(C(=O)Nc3nnc(C)s3)cc2nc1CC | i | i | 0.1 | 7 | i | i | i | i | -2 | i | i
Cc1cc(C)cc(C(=O)Nc2nnc(SCC(=O)NCC3CCCO3)s2)c1 (centres undefined) | i | i | 0.2 | -6 | i | i | i | i | -2 | i | i
CC(=O)Nc1ccc(S(=O)(=O)NNC(=O)COc2ccc(C(C)(C)C)cc2)cc1 | i | i | -0.2 | 5 | i | i | i | i | -3 | i | i
COc1cc(/C=N/Nc2nc(=O)[nH]nc2C)cc([N+](=O)[O-])c1O | i | i | 0.1 | 29 | i | i | i | i | 15 | i | i

Laid out differently: two of the compounds above
compound	MrgX1 agonist	RGS4 pot	HIF activator	Platelet DG rel	TRPC6 inhibitor	RGS4 block	MrgX1 PAM	TRPC6 act	SKKanGAS inh	MrgX1 antagonist	TRPC4 inh
O=C(O)CNC(=S)N(Cc1ccccc1)Cc1cccs1	i	i	0.3	3	i	i	i	i	·	i	i
COc1ccc(Cl)cc1S(=O)(=O)N(C)CC(=O)N1CCOCC1	i	i	0.3	-2	i	i	i	i	-1	i	i

Additional compounds
SMILES | MrgX1 agonist | RGS4 pot | HIF activator | Platelet DG rel | TRPC6 inhibitor | RGS4 block | MrgX1 PAM | TRPC6 act | SKKanGAS inh | MrgX1 antagonist | TRPC4 inh
CC(NCCc1ccc(O)cc1)C(O)c1ccc(O)cc1 (centres undefined) | i | i | -0.3 | -2 | i | i | i | i | -6 | i | i
CNC(=S)NNC(=O)c1cccs1 | i | i | 0.4 | -1 | i | i | i | i | -3 | i | i
Cc1ccc(-c2cc(Cc3cccs3)c(=O)[nH]n2)cc1 | i | i | -0.2 | 0 | i | i | i | i | -2 | i | i
C=CCN(CC=C)C(=O)Nc1cc(Cl)ccc1OC | i | i | -0.7 | 6 | i | i | i | i | 2 | i | i
COCCn1nnnc1C(c1cccs1)N1CCN2CCCC2C1 (centres undefined) | i | i | -0.5 | 3 | i | i | i | i | 0 | i | i
N#Cc1nc(COc2cccc(Cl)c2)oc1NCc1ccco1 | i | i | 2.4 | 2 | i | i | i | i | -3 | i | i
Cc1ccc(-c2nnn(CC(=O)N(Cc3cccs3)C(C(=O)NCC3CCCO3)c3ccco3)n2)o1 (centres undefined) | i | i | -0.2 | 0 | i | i | i | i | 4 | i | i
CCn1c(SCC(=O)c2ccccc2)nnc1-c1cccs1 | i | i | 2.8 | -5 | i | i | i | i | 7 | i | i
Cc1csc(CNC(=O)C2CCC(=O)N(CCc3cccc(F)c3)C2)n1 (centres undefined) | i | i | -0.3 | -5 | i | i | i | i | 0 | i | i
CCCC(C(=O)NC1CCCCC1)N(Cc1ccco1)C(=O)CNS(=O)(=O)c1ccccc1 (centres undefined) | i | i | -0.5 | 13 | i | i | i | i | 4 | i | i
O=C(N/C=N/OCc1cccc(C(F)(F)F)c1)N1OC[C@@H]2COc3ccc4ccccc4c3[C@@H]21 | i | i | -0.2 | 0 | i | i | i | i | 5 | i | i
COc1ccc(N2CCN(C(CNC(=O)c3ccco3)c3ccco3)CC2)cc1 (centres undefined) | i | i | -0.8 | 10 | i | i | i | i | -4 | i | i
Cc1ccccc1OCC(O)Cn1c2ccccc2c2ccccc21 (centres undefined) | i | i | · | -15 | i | i | i | i | 7 | i | i
COCCNC(=S)N1CCN(c2cccc(C)c2C)CC1 | i | i | 0.4 | 0 | i | i | i | i | 4 | i | i
COc1cc(C(=O)c2ccccc2Cl)c([N+](=O)[O-])cc1OC | i | i | -0.4 | -1 | i | i | i | i | -1 | i | i
N#Cc1cccc(C#N)c1NCC1CCCO1 (centres undefined) | i | i | -3.8 | -5 | i | i | i | i | 1 | i | i
Cc1oc(-c2ccc(F)cc2)nc1CN1CCCC(C(=O)N2CCOCC2)C1 (centres undefined) | · | i | -1.9 | -6 | i | i | · | i | -2 | · | i
CC(NC(=O)CCCn1cc([N+](=O)[O-])cn1)c1ccccc1 (centres undefined) | i | i | -0.9 | 6 | i | i | i | i | 3 | i | i
Cc1cc(C)nc(N/N=C/c2ccccc2)n1 | i | i | 1.9 | 11 | i | i | i | i | -5 | i | i
COc1ccc2c(c1)CCC/C2=N\NC(=O)c1ccoc1C | i | i | 2.5 | -9 | i | i | i | i | 4 | i | i
Oc1ccccc1-c1cc(-c2ccco2)[nH]n1 | i | i | 4.8 | 10 | i | i | i | i | 13 | i | i
COc1ccccc1OCC(=O)Nc1ccc(S(=O)(=O)Nc2cc(C)on2)cc1 | i | i | -26 | -3 | i | i | i | i | 4 | i | i
OCCC1CN(Cc2nc3c(s2)CCCC3)CCN1Cc1ccccc1 (centres undefined) | i | i | 1.3 | 5 | i | i | i | i | -1 | i | i
c1ccc(CN2CCN(CCCNc3ccc4nnc(-c5ccccc5)n4n3)CC2)cc1 | i | i | -0.4 | -12 | i | i | i | i | 2 | i | i
O=C(Nc1cccc(F)c1)Nc1ccnn1C1CCN(C(=O)c2ccccn2)CC1 | i | i | 1.9 | 4 | i | i | i | i | -1 | i | i
Oc1ccc(CNc2ccccc2)c2cccnc12 | i | i | 1.1 | 1 | i | i | i | i | -3 | i | i
Cc1cc(C(C)(C)C)oc1C(=O)N1CCN(C(=O)c2oc(C(C)(C)C)cc2C)CC1 | · | i | -0.3 | -2 | i | i | · | i | -16 | · | i
Cc1oc(-c2ccccc2Cl)nc1CS(=O)(=O)CC(=O)NC(C)c1ccccc1 (centres undefined) | i | i | -0.3 | 1 | i | i | i | i | -10 | i | i
CCOC(=O)c1nnn(CC(=O)Nc2ccccc2)c1C(=O)OCC | i | i | -0.4 | 9 | i | i | i | i | -3 | i | i
CCOc1ccc(S(=O)(=O)N2CCC(C(=O)N3CCN(Cc4ccccc4)CC3)CC2)cc1 | i | i | -12 | 0 | i | i | i | i | 14 | i | i
O=C(N/N=C/c1ccc2c(c1)OCO2)c1ccc2ccccc2n1 | i | i | 0.0 | 10 | i | i | i | i | -3 | i | i
COC(=O)CN1C(=O)[C@H]2[C@@H](c3ccc(C)o3)N3C(=O)CN(Cc4ccccn4)C(=O)[C@@]3(Cc3ccccc3)[C@H]2C1=O | i | i | -0.6 | 8 | i | i | i | i | 7 | i | i
COc1ccc(C)cc1NC(=O)C(=O)NNC(=O)COc1ccc(Cl)cc1 | i | i | -2.2 | 1 | i | i | i | i | ? | i | i
CCn1cc(CN2CCC(C(=O)Nc3ccc(Oc4cccnc4)cc3)CC2)c(C)n1 | i | i | -0.5 | 6 | i | i | i | i | 1 | i | i
CCCCC(=O)N(c1ccc(C)c(C)c1)C1C=CS(=O)(=O)C1 (centres undefined) | i | i | -0.2 | 9 | i | i | i | i | 0 | i | i
CC(C)N(C(=O)N1CCC(c2nc(-c3ccncc3)no2)CC1)C(C)C | i | i | 0.1 | 2 | i | i | i | i | 4 | i | i
COc1ccc(/C=N/NC(=S)Nc2ccccc2[N+](=O)[O-])cc1O | i | i | 1.6 | 2 | i | i | 6.8* | i | -2 | i | i
Nc1ccc(C(=O)C(=O)c2ccccc2)cc1 | i | i | -0.2 | 6 | i | i | i | i | -3 | i | i
CCOC(=O)COc1ccc(/C=C2/C(=O)NN(c3ccc(F)cc3)C2=O)cc1OC | 46* | i | -0.2 | 1 | i | i | i | i | 3 | i | i
CC[C@@H](C)[C@H](NC(=O)Cc1c(C)c2c(cc(C)c3c(C)c(C)oc32)oc1=O)C(=O)O | i | i | -31 | -5 | i | i | i | i | 11 | i | i
CC(C)NC(=O)c1ccc(COc2cc(Cl)ccc2Cl)o1 | i | i | 0.9 | -2 | i | i | i | i | 2 | i | i
COC1(OC)N=C(N)C2(C#N)C(c3ccc4c(c3)OCO4)C12C#N (centres undefined) | i | i | -0.9 | 0 | i | i | i | i | -4 | i | i
Cc1ccc(N2C(=O)CC(Sc3ncccc3C(=O)O)C2=O)cc1 (centres undefined) | i | i | 0.0 | -3 | i | i | i | i | -9 | i | i
O=C(CN1C(=O)c2ccc([N+](=O)[O-])cc2C1=O)Nc1nccs1 | i | i | 0.0 | -12 | i | i | i | i | 7 | i | i
O=C(NCCN1CCN(Cc2ccc([N+](=O)[O-])cc2)CC1)C(=O)Nc1ccccc1 | i | i | -0.3 | 0 | i | i | i | i | -1 | i | i
